From PubChem BioAssay
PI4K2A block = blocks human PI4K2A kinase activity | activity change, negative = inhibition, % at 76.9 µM | 420,000 compounds, 0.13% hits | Q9BTU6 | purified PI4K2A, ADP-Glo luminescence, 1 h; active compounds read low | AID 1346378; in the data active means activity change below about -50%; inconclusive means mostly about -30% to -49%;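 further: -100% = wells without enzyme as full effect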
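PI4K2A activity was measured by ADP-Glo luminescence: enzyme (4 ug/mL stock) and phosphatidylinositol (1.2 mM stock) in Tris pH 7.5/MgCl2/EGTA/Triton X-100 buffer were reacted with ATP (300 microM stock) for one hour at ambient temperature.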
Pin1 inhibitor = blocks the human prolyl isomerase Pin1; Pin1 FP peptide displacement, HiFluor488, 10 min; Q13526; 390,000 compounds, 0.009% hits; Potency, µM (highest dose often 115 µM), for inactives: at the highest dose activity, negative = inhibition, hits mostly inhibitors; AID 504891; active means well fitted inhibition curve with a large enough effect in the polarisation, with a control signal flat, not every such curve was filed as active; inconclusive means small, poorly fitted or top-dose-only effect, or effect the other way, or a change in a side signal; inactive means no such curve, though single readings can be large or run the other way; the % refers to the polarisation; further: potency means the concentration at half of the fitted maximal effect; on the % scale 0 is the no-effect control and ±100 the full control effect
Target sequence (Q13526 whole entry, looked up): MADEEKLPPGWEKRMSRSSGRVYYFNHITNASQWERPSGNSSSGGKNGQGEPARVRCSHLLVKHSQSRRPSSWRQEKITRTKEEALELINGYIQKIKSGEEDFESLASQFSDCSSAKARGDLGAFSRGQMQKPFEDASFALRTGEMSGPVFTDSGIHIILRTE
GLS inh = inhibitors of human glutaminase (GLS) | O94925 | 410,000 compounds, 0.21% hits | AID 624170 | Potency, µM (doses to about 45.5 µM), inactives show at the highest dose activity change, negative = inhibition, usual class: inhibitors | GLS enzymatic activity, qHTS titration; further: potency means the concentration at half of the fitted maximal effect; on the % scale 0 is the no-effect control and ±100 the full control effect
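hKGA; 45 mM KH2PO4 pH 8.2 + 0.02% Tween-20; cpd via pin tool; 1 mM Gln soln; GluOx/HRP/Amplex Red; RT 30 min; fluor. t0 & final.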
PGK inhibitor = blocks T. brucei phosphoglycerate kinase; PGK/GAPDH coupled, Kinase-Glo luminescence, 60 min; AID 602233; Potency, µM (highest dose often 57.5 µM), inactives show at the top dose activity change, negative = inhibition, most hits filed as inhibitors; 380,000 compounds, 0.043% hits; P07378; further: potency means the concentration at half of the fitted maximal effect; on the % scale 0 is the no-effect control and ±100 the full control effect; nearly all actives have a fitted effect of over 60% in size
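Recombinant glycosomal PGK reaction used 1,3-bisphosphoglycerate generated in-well by GAPDH (100nM final) in 100mM TEA pH 7.6, 5mM MgCl2, 0.01% Tween-20. After 60 minutes at room temperature, ATP was read by Kinase-Glo Plus luminescence end-point.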
BAZ2B inh = BAZ2B (human) inhibition. AID 504333. AlphaScreen BAZ2B-H3K14Ac peptide displacement. Q9UIF8. 360,000 compounds, 4.4% hits. Potency, µM (doses to about 114 µM), without a hit: at the highest dose activity change, negative = inhibition, most hits filed as inhibitors; further: potency means the concentration at half of the fitted maximal effect; on the % scale 0 is the no-effect control and ±100 the full control effect; nearly all actives have a fitted effect of over 60% in size
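BAZ2B (50 nM) with biotin-H3(5-23)K14Ac peptide (50 nM) in PBS pH 7.4, 0.01% Tween-20, preformed 30 min, then compound 30 min at room temperature; top concentration 110uM. AlphaScreen streptavidin donor/nickel chelate acceptor beads (10 ug/mL final), 20 min dark, signal read.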
HP1b binding inh = blocks HP1-beta chromodomain binding to methylated histone tails | P83916 | AlphaScreen HP1-beta / biotin-H3K9me3 peptide binding | Potency, µM (titrated, usually from 114 µM), for the others: top-dose activity change, negative = inhibition, most hits filed as inhibitors | 390,000 compounds, 0.56% hits | AID 540317; further: potency means the concentration at half of the fitted maximal effect; nearly all actives have a fitted effect of over 70% in size; inactives centre near 23
Target sequence (P83916 whole entry, looked up): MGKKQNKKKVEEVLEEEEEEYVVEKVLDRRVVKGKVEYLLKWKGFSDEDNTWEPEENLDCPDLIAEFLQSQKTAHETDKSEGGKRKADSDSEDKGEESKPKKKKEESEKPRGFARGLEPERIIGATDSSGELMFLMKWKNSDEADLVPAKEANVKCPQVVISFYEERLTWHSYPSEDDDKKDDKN
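Compound inhibition of the preformed complex between 50 nM HP1-beta and 50 nM biotinylated H3K9me3 peptide was read by AlphaScreen. Buffer was PBS pH 7.4 with 0.01% Tween-20. Incubations ran 30 min at room temperature, with 10 ug/mL donor/acceptor beads.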
G9a inh = G9a (human) methyltransferase inhibition; 350,000 compounds, 8.8% hits; Q96KQ7; G9a H3K9 monomethylation, AlphaScreen, 2 h; AID 504332; Potency, µM (top dose mostly 102 µM), for the others: at the top dose activity, negative = inhibition, actives largely listed as inhibitors; further: potency means the concentration at half of the fitted maximal effect; on the % scale 0 is the no-effect control and ±100 the full control effect; nearly all actives have a fitted effect of over 75% in size
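Enzyme 20 nM + cpd, 15 min RT; add b-H3K9 pep 500 nM / SAM 20 uM; 2 h RT; anti-H3K9me1 Ab 0.5 ug/mL + SA donor / anti-rabbit acceptor beads 20 ug/mL each, 10 min; AlphaScreen read.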
JMJD2A Tudor inh = inhibitors of human JMJD2A Tudor domain. AlphaScreen JMJD2A-Tudor / H3K4me3 peptide binding. 390,000 compounds, 4.4% hits. AID 504339. O75164. Potency, µM (top dose mostly 114 µM), for the others: at the highest dose activity change, negative = inhibition, usual class: inhibitors; further: potency means the concentration at half of the fitted maximal effect; on the % scale 0 is the no-effect control and ±100 the full control effect; nearly all actives have a fitted effect of over 50% in size
Pol eta inh = DNA polymerase eta (human) inhibition. Q9Y253. recombinant Pol eta, fluorescent DNA replication assay. Potency, µM (top dose mostly 114 µM), inactives show top-dose activity change, negative = inhibition, hits mostly inhibitors. 390,000 compounds, 1.2% hits. AID 588591; further: potency means the concentration at half of the fitted maximal effect; on the % scale 0 is the no-effect control and ±100 the full control effect
Target sequence (Q9Y253 whole entry, looked up): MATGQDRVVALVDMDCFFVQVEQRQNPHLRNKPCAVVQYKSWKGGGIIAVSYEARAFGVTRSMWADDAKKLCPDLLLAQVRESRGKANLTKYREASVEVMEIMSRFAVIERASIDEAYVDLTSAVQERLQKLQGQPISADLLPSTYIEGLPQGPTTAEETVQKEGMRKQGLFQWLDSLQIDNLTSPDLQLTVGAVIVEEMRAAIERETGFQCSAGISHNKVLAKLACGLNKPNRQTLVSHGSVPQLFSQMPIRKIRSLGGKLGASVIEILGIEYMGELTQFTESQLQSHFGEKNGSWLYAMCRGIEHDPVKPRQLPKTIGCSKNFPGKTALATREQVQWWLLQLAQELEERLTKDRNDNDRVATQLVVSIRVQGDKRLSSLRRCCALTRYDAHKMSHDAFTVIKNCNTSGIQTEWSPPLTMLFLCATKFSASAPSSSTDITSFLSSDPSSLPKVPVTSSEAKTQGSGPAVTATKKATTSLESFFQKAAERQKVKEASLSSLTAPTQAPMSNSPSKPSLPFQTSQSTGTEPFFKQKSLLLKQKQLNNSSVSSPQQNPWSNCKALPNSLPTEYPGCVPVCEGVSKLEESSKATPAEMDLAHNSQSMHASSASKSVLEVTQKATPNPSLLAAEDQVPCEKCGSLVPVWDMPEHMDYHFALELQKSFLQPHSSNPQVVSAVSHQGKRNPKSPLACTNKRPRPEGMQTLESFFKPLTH
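Pol eta (10 nM) was preincubated with compounds for 15 min at room temperature, after which fluorescent replication substrate (50 nM final) was added to start the reaction. Fluorescence was read kinetically at 0 and 10 min.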
Active calls of the source: *; i = inactive; ? = inconclusive; nt = not tested or not shown; [ ] = dose if it differs, or a comment. Unless noted, the call rests on the fitted dose curve; in most records, active means well fitted curve in the direction sought with a large enough effect; inconclusive means small, poorly fitted or top-dose-only effect, or another doubt; inactive means no such curve, though single readings can be large; an effect the other way counts as inactive or inconclusive. This is a subset; count on the stated rates, not on these rows.

PI4K2A block | Pin1 inhibitor | GLS inh | PGK inhibitor | BAZ2B inh | HP1b binding inh | G9a inh | JMJD2A Tudor inh | Pol eta inh | compound
0.1 | 5.9% | 9.2% | 7.5% | -3.1% | 39.4%[activator] | 3.8% | -8.3% | 0.2% | Cc1ccc2nc(-c3ccncc3)cc(C(=O)Nc3ccc(F)cc3C)c2c1
12.8 | 0.8% | 10.6% | -7.6% | 0.2% | 21.8% | 13.8%[2.33 µM] | -19.2% | 1.7% | CCn1cc(/C=C2\SC(=O)N(CC(=O)Nc3ccc4c(c3)OCO4)C2=O)c2ccccc21
-18.8 | -2.6% | -10.3% | i | -4.5% | 30.9%[activator] | -3.3%[59 µM] | -5.0% | -15.0% | COC(=O)c1ccc(NC(=O)c2cc3cc(C)ccc3n2C)cc1
-1.4 | -10.3% | 13.8% | -15.0% | -1.3% | 26.5% | 7.1% | -10.3% | 1.5% | Cc1ccsc1/C=N/NC(=O)Nc1ccccc1
-1.7 | ? | -7.2% | -2.7% | 10.1% | 65.8%[activator] | 5.5%[59 µM] | 39.9%[activator] | -10.6% | CCOc1ccccc1-c1nc(-c2ccc(-c3ccccc3)nc2OCC)no1
-4.1 | 3.1% | 14.5% | i | 2.3% | 23.8% | -2.9%[12.7 µM] | -8.6% | -6.1% | O=C(O)[C@@H]1CCCN1c1ncnc2sc3c(c12)CCC3
-3.6 | -1.7% | 0.4% | -5.2% | 3.3% | 39.5%[activator] | ? | -10.0% | -19.6% | C=CCN(CC=C)C(=O)C[n+]1ccc(C(N)=O)cc1
-2.6 | -11.1% | 14.8% | -3.4% | 21.8% | 32.5% | 12.3%[59 µM] | 13.7% | -6.6% | Clc1cccc(C2=NOC(c3nnc(-c4ccccc4)o3)C2)c1 (centres undefined)
1.2 | 6.5% | -1.2% | -1.7% | -27.3% | 26.2% | 1.6% | -16.4% | -11.3% | CCOC(=O)[C@@H]1[C@H]2COc3ccc(Br)cc3[C@H]2N2C(=O)N(c3ccc(F)cc3)C(=O)[C@]12C
0.4 | 6.1% | 0.9% | -0.8% | 2.3% | 17.8% | 44.7µM* | -15.9% | -19.3% | CCCNC(=O)c1ccc(C2SCC(=O)N2CCc2ccccc2)cc1 (centres undefined)
1.0 | ? | -8.9% | 11.9% | -5.8% | 59.4%[activator] | -1.6% | 7.9% | -2.4% | N#Cc1c2c(c(NCCN3CCOCC3)n3c1nc1ccccc13)CCCC2
-1.7 | -0.4% | 8.4% | -2.6% | -5.1% | 59.3%[activator] | ? | 1.1% | -13.4% | COc1cc(/C=N/NC(=O)c2ccc3c(c2)OCO3)ccc1O
4.0 | 49.1%[activator] | 3.2% | 4.4% | -34.4% | -12.7% | ? | ? | -18.0% | CC1=CC2=NC(=O)/C(=C\c3cccn3CCOc3cc(C)ccc3C)C(=N)N2O1
1.3 | -5.9% | -8.7% | 3.7% | 0.9% | 39.5%[activator] | 19.6% | 1.4% | -18.6% | COc1ccc(NS(=O)(=O)c2cn(C)cn2)cc1
-5.8 | -1.1% | 14.8% | -1.9% | 6.5% | 52.0%[activator] | 9.9% | 6.5% | 6.8% | CCOc1ccc(NS(=O)(=O)c2ccc(C)c(C(N)=O)c2)cc1
2.1 | nt | 1.4% | -0.4% | nt | nt | nt | nt | -13.5% | COc1ccc(CNC(=O)COC(=O)CN2C(=O)C3CCCCC3C2=O)cc1 (centres undefined)
-6.1 | 0.5% | -0.8% | -2.2% | ? | 16.2% | -52.7% | 56.2µM* | -3.4% | C[N+](C)(C)CCCN1C(=O)CCCC1=O
6.0 | -3.2% | 1.5% | -1.6% | -1.6% | 66.1%[activator] | 4.5% | -16.2% | -12.2% | CN1CCN(Cc2c(O)ccc3c(=O)c(Oc4ccccc4Cl)c(C(F)(F)F)oc23)CC1
-1.9 | -4.8% | -0.1% | i | -10.9% | 53.0%[activator] | -7.9%[59 µM] | 0.3% | 4.4% | CCCCNC(=O)CSc1nnc(C)c2c(C)n(-c3ccccc3)nc12
0.7 | -0.7% | 6.3% | 0.7% | -3.6% | -20.3% | -10.4% | -9.5% | -9.4% | COc1ccc(C)cc1S(=O)(=O)N(C)CC(=O)NCc1ccncc1
-2.0 | 5.0% | -12.9% | i | ? | -0.6% | -44.9% | -27.6% | -10.0% | CC(=O)Nc1ccc(NC(=O)COC(=O)C2c3ccccc3Oc3ccccc32)cc1
-1.1 | nt | 13.8% | -1.3% | nt | nt | nt | nt | -0.7% | COc1ccc(Br)cc1/C=N/NS(=O)(=O)c1ccccc1
-3.4 | -16.2% | -7.6% | -5.8% | nt | 51.4%[activator] | nt | -5.0% | -5.8% | Cc1cn(-c2cccnc2)c(C)c1CNC[C@H]1O[C@@H](n2cnc3c(N)ncnc32)[C@H](O)[C@@H]1O
-1.1 | -6.3% | 0.6% | i | ? | 6.3% | nt | -27.1% | -2.8% | C=C(C)C1CC=C(C)/C(=N/NC(=O)CNc2ccc(OCC)cc2)C1 (centres undefined)
-6.2 | 23.4% | -6.8% | -7.4% | -10.9% | 20.4% | 9.7% | -6.2% | -3.2% | CC(=O)Nc1ccc(NC(=O)CSc2ccc(-c3cccs3)nn2)cc1

The list goes on:
PI4K2A block | Pin1 inhibitor | GLS inh | PGK inhibitor | BAZ2B inh | HP1b binding inh | G9a inh | JMJD2A Tudor inh | Pol eta inh | compound
5.8 | 1.1% | -16.4% | -2.5% | 17.0% | 15.5% | 43.8%[activator][59 µM] | -2.3%[11.4 µM] | -3.2% | CCc1sc(C(=O)Nc2cc(Cl)ccc2N2CCCCC2)cc1C
6.8 | 5.9% | 2.9% | 2.5% | 0.2% | 16.2% | ? | -1.6%[57.1 µM] | -15.5% | Cc1ccc(NC(=S)NC(NC(=O)C(C)(C)C)C(Cl)(Cl)Cl)c(C)c1 (centres undefined)
-2.8 | -4.4% | -5.0% | i | -0.1% | 52.6%[activator] | 16.2%[12.7 µM] | -1.0% | -10.2% | CCOc1ccccc1C(=O)NCC(=O)NCc1ccc(S(=O)(=O)N2CCOCC2)cc1
-1.4 | ? | -7.0% | -1.7% | 2.8% | 46.1%[activator] | -1.9%[59 µM] | -12.2%[57.1 µM] | -8.2% | Cc1cccc(OCC(=O)Nc2ccc3c(c2)nc(CCN2CCN(C)CC2)n3C)c1
-1.1 | -6.6% | 0.8% | i | -13.6% | 38.9% | ? | -10.1% | 1.5% | Cc1nn(CC(=O)N(C)C2CCC(C)CC2)c(C)c1S(=O)(=O)N(C)C (centres undefined)
1.2 | 17.8% | 1.3% | 7.0% | -6.1% | 19.9% | -30.3%[59 µM] | -14.6% | -5.0% | CCc1ccc(C(=O)c2cn(CC(=O)Nc3ccc4c(c3)OCO4)c3ccc(F)cc3c2=O)cc1
2.2 | 7.3% | -1.8% | -9.1% | 4.1% | 26.8% | 59.0%[activator][59 µM] | 0.7% | 1.3% | CCNC(=S)N/N=C/c1ccc(OCC(=O)Nc2ccc(C)cc2)cc1
1.2 | -0.3% | 3.7% | -0.3% | ? | ? | ? | ? | -14.0% | Cc1cccc(C(=O)NC(=S)Nc2ccc(S(=O)(=O)N3CCN(C)CC3)cc2)c1
2.2 | -3.5% | 18.1% | -1.9% | -0.1% | 34.6% | 9.0%[59 µM] | 2.7% | -19.3% | O=C(N/N=C1/CC2C=CCC12)c1ccc(Br)o1 (centres undefined)
-8.5 | -1.6% | 3.2% | 2.4% | -22.1% | 30.0% | nt | -10.2% | -4.1% | Cc1cc(C)c2c(N)c(C(=O)NN3CC(=O)N(c4ccccc4)CC3=O)sc2n1
-1.8 | 1.5% | 1.2% | -2.6% | nt | 25.1% | nt | -11.5% | -12.8% | Cc1ccc(S(=O)(=O)N2C[C@@H]3[C@H]4CC[C@H](C4)[C@@H]3[C@@H](C)C2CC(=O)c2ccccc2)cc1 (some centres undefined)
-1.4 | 0.0% | 0.1% | -6.0% | -2.4% | -18.7% | 17.4% | -24.3% | -2.4% | CC(C)S(=O)(=O)c1cnc(N2CCOCC2)nc1N
-0.9 | -9.8% | -2.6% | -9.0% | -6.0% | 41.3%[activator] | -27.1% | -11.0% | -4.9% | CCc1nnc(NC(=O)OCc2ccccc2)s1
-1.8 | -15.2% | 11.1% | 1.0% | -3.4% | 12.0%[57 µM] | -13.7% | -7.7% | -2.1% | Cc1cc(S(=O)(=O)N2CCCC2)ccc1OCC(=O)N1CCCCC1
4.9 | -11.2% | -8.6% | 1.3% | 9.9% | 60.6%[activator] | -1.5% | 0.7% | -20.6% | CC(C)(CCl)C(=O)Nc1ccc(OC(F)(F)F)cc1
-1.7 | -2.7% | 11.0% | -5.0% | 6.8% | ? | 3.8%[2.33 µM] | -26.2% | -7.4% | O=C(Nc1ccc(C(=O)N2CCC(N3CCCC3)CC2)cc1)c1ccc(Br)o1
-0.6 | -1.8% | 0.5% | -2.6% | -3.9% | 35.8% | -41.2% | 1.4% | 0.1% | O=C(Cc1cccs1)NCCc1cn2ccccc2n1
-4.3 | -2.3% | -2.3% | i | 3.98µM* | 29.6% | 30.6%[activator] | 3.55µM* | -20.2% | O=C(CSc1ccc(-c2ccccn2)nn1)NC1CCCCC1
-2.9 | -0.9% | -0.4% | i | nt | 25.1% | nt | -11.1% | -2.8% | Cc1cc(C(=O)OCC(=O)N2CCC(C)CC2)c2ccccc2n1
0.0 | -7.6% | 59.2%[activator] | -3.4% | ? | 2.7% | ? | ? | -8.5% | CCC(Oc1ccccc1)C(=O)Nc1ccccc1N1CCCC1 (centres undefined)
0.3 | 4.6% | -7.3% | -0.3% | 0.6% | 26.5% | 10.3% | -11.0% | -6.3% | COc1ccc(NC(=O)NCc2ccc3c(c2)OCO3)cc1OC
